TLR9-MyD88 inh: blocks human TLR9 binding to MyD88. CHO BLA complementation TLR9-MyD88, CCF4 FRET ratio. 340,000 tested, 0.21% active. Q9NR96+Q99836. inhibition, % at 4.98 µM;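 active means inhibition above the mean over all tested compounds plus 3 SD, cut at about 21% in these data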;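 further: 0% = DMSO only wells and 100% = clavulanate BLA inhibitor control wells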
NCOA2 inhibitor: human SRC2 (NCOA2) inhibition. 370,000 tested, 0.17% active. HEK293 GAL4-SRC2 luciferase reporter, luminescence. Q15596. inhibition, % at 9 µM;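 active means inhibition above the mean inhibition of all tested compounds plus 3 SD, set per campaign, cut at about 52% in these data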;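 further: 0% = DMSO treated cells and 100% = cells given Gossypol at 36 µM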
NR2F2 inh: blocks human COUP-TFII nuclear receptor | inhibition, % at 8.6 µM | HEK293T NGFI-A luciferase reporter, luminescence | P24468 | 370,000 tested, 0.7% active;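 active means inhibition above a per-plate cutoff, mean inhibition of test wells between control levels plus 3 SD, cut at about 38% in these data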;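 further: cells cotransfected with COUP-TFII expression vector driving the NGFI-A reporter; 0% = median of COUP-TF2 test wells and 100% = reporter-only cells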
NCOA1 inh: human NCOA1 inhibition. Q15788. HEK293 GAL4-SRC1 luciferase reporter, luminescence. inhibition, % at 3.6 µM. 360,000 tested, 0.12% active. AID 588354;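 active means inhibition above the campaign mean plus 3 SD, with each screening campaign given its own cutoff, cut at about 60% in these data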;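 further: 0% = DMSO treated cells and 100% = gossypol at 36 µM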
NOD2 RIPK2 PPI: inhibitors of human NOD2-RIPK2 interaction. inhibition, % at 4.98 µM. O43353. AID 624267. CHO BLA complementation NOD2-RIPK2, CCF4 ratio. 360,000 tested, 0.38% active; in the data active means inhibition above about 21%;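 further: 0% = vehicle only and 100% = reference blocker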
TWEAK-Fn14 inh: blocks TWEAK-Fn14 interaction in a reporter cell assay | TWEAK-stimulated Fn14 reporter cells, luciferase luminescence, 8 h | inhibition, % at 10 µM | 360,000 tested, 2% active | AID 1159606; in the data active means inhibition above about 50%
C8 TRAIL sens: caspase-8 TRAIL sensitization; inhibition (viability loss, TRAIL sensitization), % at 10 µM; NB7+C8 cells + TRAIL, ATPlite viability luminescence; 360,000 tested, 1% active;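 active means compounds causing at least 50% loss of cell viability in the single-dose screen, relative to plate controls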
SRC3 inh: human NCOA3 inhibition; Q9Y6Q9; HEK293 GAL4-SRC3 luciferase reporter, luminescence; inhibition, % at 3.6 µM; 360,000 tested, 0.17% active; AID 588352;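 active means inhibition above a per-campaign cutoff, the mean of all compounds plus 3 SD, cut at about 60% in these data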;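 further: 0% = DMSO-treated cells and 100% = gossypol-treated cells at 36 µM; higher means less SRC3-driven luciferase light from the GAL4 reporter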
NR5A2 inv ag: NR5A2 inverse agonism in reporter assay; O00482; HEK293T StAR-luciferase reporter, LRH-1 transfected, 24 h; inhibition, % at 3.6 µM; 360,000 tested, 0.13% active;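 active means inhibition above the mean inhibition of all tested compounds plus 3 SD, cut at about 73% in these data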;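 further: 0% = DMSO wells and 100% = reporter-only cells lacking LRH-1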
EBV LMP1 NFkB: inhibitors of Epstein-Barr LMP1-induced NF-kappaB reporter; inhibition, % at 12.5 µM; LMP1-induced NF-kappaB luciferase reporter cells, luminescence; 350,000 tested, 0.69% active; AID 504558; in the data active means inhibition above about 41%;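 further: 0% = neutral control wells and 100% = reference inhibitor control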
TROY NFkB inh: inhibitors of TROY-dependent NF-kB signaling; Q293 LMP1-TROYcd NF-kB luciferase reporter, 4 h; inhibition, % at 10 µM; 360,000 tested, 0.98% active; AID 1347056;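 active means compounds whose plate-normalised and pattern-corrected inhibition of the luciferase reporter signal at the single screening dose is 50% or more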
* hit, by the source's call; nt = not tested or not shown. Only part of the results is shown; count on the stated rates, not on these rows.

SMILES	C8 TRAIL sens	EBV LMP1 NFkB	TWEAK-Fn14 inh	NR5A2 inv ag	NCOA2 inhibitor	TLR9-MyD88 inh	TROY NFkB inh	NCOA1 inh	NOD2 RIPK2 PPI	SRC3 inh	NR2F2 inh
O=C1NC(c2cccc(Br)c2)=N/C1=C\c1ccco1	-4	-1	-9	-58	-16	4	6	-75	-1	-21	5
CCOc1ccccc1NC(=O)NC1CCCc2ccccc21 (configuration not stated)	3	2	15	11	-17	0	15	-11	2	1	4
COc1ccccc1/C=N/NC(=O)CNC(=O)c1ccccc1	-13	-7	3	1	-35	-2	7	3	-4	20	-17
Brc1ccc(CNc2ccc3ncccc3c2)cc1	11	-20	35	-14	-36	4	3	-42	8	-51	33
CCCCOC(=O)c1ccc(NC(=O)C(=O)NCc2ccco2)cc1	-42	-3	12	3	8	2	9	-14	-3	-7	2
CCN1CCN(CCNC(=O)c2ccc(/C=C3/Sc4ccccc4N(Cc4cccc(Cl)c4)C3=O)cc2)CC1	26	-11	-38	-3	14	6	83*	2	18	-15	-9
C=CC[C@H](CC(=O)OC(C)(C)C)C(=O)OC[C@H]1CCCN1C(=O)[C@H](CC=C)CC(=O)NCCO	4	3	-4	-14	3	0	1	5	-6	6	0
CCN1CCN(CC(=O)N2N=CCC2c2ccccc2)CC1 (configuration not stated)	-10	0	2	16	-8	2	-4	-8	10	2	11
CCOc1ccc(N2C(=O)CC(N3CC(C)OC(C)C3)C2=O)cc1 (configuration not stated)	-7	2	2	-3	-13	-7	-4	-7	-8	17	15
COc1ccc(-c2ccc(SCC(=O)Nc3cc(C)on3)nn2)cc1OC	13	12	3	-8	-24	-2	12	-23	2	-32	-2
CC(C)Cc1nnc(NC(=O)CCC(=O)NC2CCCCCC2)s1	-7	-4	-5	12	-4	-8	4	-3	2	3	3
CN(C)c1ccccc1-c1cc(NC=O)c2ncc(-c3cccc(C(F)(F)F)c3)n2c1	-1	nt	-21	6	-36	nt	-13	20	-5	-15	7
CCOC(=O)Cn1c(C)nc2c(C(=O)OCC)sc(C)c2c1=O	-2	-16	7	8	-35	-4	1	-6	-5	30	7
CCOC(=O)c1sc(NC(=S)NC(=O)c2cccc(OC)c2)nc1C	5	8	4	-19	-13	-4	24	-11	-13	4	2
CCOC(=O)C[C@H]1c2cc(F)ccc2S(=O)(=O)N1c1cccc(OC)c1	-10	-2	3	4	21	-3	2	5	-3	2	8
O=c1[nH]cnc2c1N1CCC2CC1	-12	-4	-2	-8	-3	-18	6	-19	2	8	-8
Cc1cc(C)nc(NNC(=O)NC2CCCCC2)n1	-4	-42	5	15	-9	-1	9	-5	-4	14	-3
CC1CN(C(=S)SCCN2Cc3ccccc3C2=O)CC(C)O1 (configuration not stated)	4	-6	-15	22	-9	2	-9	-18	-9	4	8
COc1ccccc1CNC(=O)COC(=O)Cc1ccc(F)cc1	-11	-3	-94	26	-5	8	-27	-4	-10	14	-4
CCN(Cc1ccccc1)C(=O)COc1cc(=O)n(CC)c2ccccc12	0	-14	-12	-16	-15	-4	-19	7	-6	5	-14
Cc1cc(CNC[C@H]2O[C@@H](n3ccc(=O)[nH]c3=O)[C@H](O)[C@@H]2O)no1	5	nt	-6	3	4	nt	9	5	-1	-11	-31
O=S(=O)(Nc1cccc(S(=O)(=O)N2CCCCCC2)c1)c1ccc(F)cc1F	-11	-5	0	11	-12	5	5	10	-1	-10	-9
CC(=O)c1cc(-c2ccccc2)n(CC(=O)N2CCN(C3CCCC3)CC2)c1C	-5	3	-2	-22	-12	-12	-3	10	-4	-1	-5
C#CCOCC1CN(c2ccccc2)C(=O)O1 (configuration not stated)	7	-24	4	-2	-20	1	2	9	-12	-10	1
COc1ccc(-c2noc(CCC(=O)Nc3ccc4c(c3)OCCO4)n2)cc1	6	4	11	-10	-15	-6	10	-28	-4	-15	-17
COC(Cc1nnc(SC)n1-c1ccc(Cl)cc1)OC	-17	6	-1	-7	0	-5	-3	-6	-5	-5	4
CCCOc1ccc(C(=O)Nc2ccc(S(=O)(=O)NC3=NCCCCC3)cc2)cc1	18	17	0	31	3	3	9	-1	7	-4	43*
NC(N)=Nc1nc2ccc(Br)cc2c(=O)[nH]1	-4	3	-6	5	5	-1	3	3	4	1	-10
CCc1ccccc1NC(=O)CN1CCN(CC(=O)Nc2ccc(-c3ccccc3)cc2)CC1	6	-4	-16	-13	3	-5	-3	3	-8	5	-18
CC(C)(C)c1ccc(/C=N/NC(=O)c2ccccn2)cc1	76*	13	71*	-126	-49	5	52*	-92	5	-88	-57

Profiles from above:
Entry for Cc1cc(C)nc(NNC(=O)NC2CCCCC2)n1 = C8 TRAIL sens: -4; EBV LMP1 NFkB: -42; TWEAK-Fn14 inh: 5; NR5A2 inv ag: 15; NCOA2 inhibitor: -9; TLR9-MyD88 inh: -1; TROY NFkB inh: 9; NCOA1 inh: -5; NOD2 RIPK2 PPI: -4; SRC3 inh: 14; NR2F2 inh: -3
Entry for CCN1CCN(CC(=O)N2N=CCC2c2ccccc2)CC1 (configuration not stated) = C8 TRAIL sens: -10; EBV LMP1 NFkB: 0; TWEAK-Fn14 inh: 2; NR5A2 inv ag: 16; NCOA2 inhibitor: -8; TLR9-MyD88 inh: 2; TROY NFkB inh: -4; NCOA1 inh: -8; NOD2 RIPK2 PPI: 10; SRC3 inh: 2; NR2F2 inh: 11
Entry for COC(Cc1nnc(SC)n1-c1ccc(Cl)cc1)OC = C8 TRAIL sens: -17; EBV LMP1 NFkB: 6; TWEAK-Fn14 inh: -1; NR5A2 inv ag: -7; NCOA2 inhibitor: 0; TLR9-MyD88 inh: -5; TROY NFkB inh: -3; NCOA1 inh: -6; NOD2 RIPK2 PPI: -5; SRC3 inh: -5; NR2F2 inh: 4

Further compounds follow:
SMILES	C8 TRAIL sens	EBV LMP1 NFkB	TWEAK-Fn14 inh	NR5A2 inv ag	NCOA2 inhibitor	TLR9-MyD88 inh	TROY NFkB inh	NCOA1 inh	NOD2 RIPK2 PPI	SRC3 inh	NR2F2 inh
S=C(NCc1ccccc1)Nc1cccc2ccccc12	14	-8	-24	32	18	4	-18	-8	2	12	2
Cc1cc(C)c2c(=O)[nH]c(SCC(=O)c3ccc(C)c(C)c3)nc2n1	-11	-1	10	15	2	-6	-13	5	-5	10	-5
COc1ccc(OC)c(NC(=O)c2sc3nc(C)cc(C)c3c2N)c1	-6	2	-19	-7	-12	-3	-8	3	-20	-10	1
Cc1ccc(OC(=O)CCS(=O)(=O)c2ccc(C)cc2)cc1	10	4	1	2	11	1	-24	1	-7	-1	1
Cc1cccc(CS(=O)(=O)Cc2ccc(C(=O)NCc3ccco3)o2)c1	0	-4	16	-14	-19	-9	0	11	2	6	1
CCCn1c(C(C)C)n[nH]c1=S	14	1	-7	20	20	2	1	-29	4	9	-17
Cc1nnc(NC2(C(F)(F)F)C(=O)Nc3c2c(=O)n(C)c(=O)n3C)s1 (configuration not stated)	-2	-9	-5	17	-21	8	16	3	-3	19	0
CC(=O)Nc1c(C)ccc2nsnc12	-1	0	-3	6	-12	8	-11	-16	-2	-2	1
CCOc1ccc(CC(=O)Nc2ccc(-c3ccc4nnc(C)n4n3)cc2)cc1	-13	13	-4	-18	-1	3	-38	1	10	8	-56
CC(=O)C1=C(O)C(=O)N(CCCn2ccnc2)C1c1ccc(C)cc1 (configuration not stated)	0	10	-5	-9	-19	4	7	-1	2	10	-9
O=C(COC(=O)CCC(=O)c1cccs1)NC1CCCCC1	-14	-7	2	-7	-2	-9	16	-5	-6	-18	6
Cc1nn(CC2CC2)c(=O)n1-c1cccc(Cl)c1	0	6	4	-10	-30	3	-4	-11	-4	-11	-17
COc1ccc(N2CSC3=C(C#N)C(c4cccs4)CC(=O)N3C2)cc1 (configuration not stated)	-5	-3	4	14	8	-4	12	15	-3	7	-10
COc1ccc(C2C3=C(CC(C)(C)CC3=O)N(C)C3=C2C(=O)CC(C)(C)C3)cc1OC	-12	4	5	1	-3	6	29	-2	14	1	6
Cc1cc(NC(=O)CN2C(=O)NC(Cc3ccccc3)C2=O)no1 (configuration not stated)	-4	1	-18	-6	1	-2	21	-18	7	-2	-19

TWEAK-Fn14 inh: hit marks shown above.
SMILES	EBV LMP1 NFkB	TWEAK-Fn14 inh	NR5A2 inv ag	NCOA2 inhibitor	TLR9-MyD88 inh	NCOA1 inh	NOD2 RIPK2 PPI	SRC3 inh	NR2F2 inh
CC(C)(C)c1ccc(/C=N/NC(=O)c2ccccn2)cc1	13	71*	-126	-49	5	-92	5	-88	-57

(cont.)
SMILES	C8 TRAIL sens	EBV LMP1 NFkB	TWEAK-Fn14 inh	NR5A2 inv ag	NCOA2 inhibitor	TLR9-MyD88 inh	TROY NFkB inh	NCOA1 inh	NOD2 RIPK2 PPI	SRC3 inh	NR2F2 inh
Cc1nc(-c2ccccc2)sc1C1(C)CC(c2cccc(F)c2)=NO1 (configuration not stated)	21	-5	-53	-22	-20	1	-49	4	2	-26	4
O=C(CSc1nc2ccccc2[nH]1)Nc1ccc2c(c1)OCCO2	6	-1	-9	-16	-60	12	-4	-44	1	-37	-6
O=C(CN1C(=O)CSc2ncccc21)N1CCOCC1	2	1	3	-2	-4	3	7	-21	-22	5	-3
COc1ccc(N2CCN(C(=O)COc3ccc4c(C)cc(=O)oc4c3C)CC2)cc1	3	-4	-9	4	-22	5	1	-15	1	14	8
COc1ccc2[nH]c(=O)c(CN(C)C(=O)c3cccs3)cc2c1	1	-4	-14	-10	-16	14	-9	-9	0	15	0
O=C(c1ccc(CS(=O)Cc2ccc(Cl)cc2)o1)N1CCN(c2ccccn2)CC1 (configuration not stated)	2	-1	-2	-3	35	-8	28	-46	-2	-42	-12
O=C(CN1CCN(Cc2ccc3c(c2)OCO3)CC1)NCC(F)(F)F	-15	-2	12	4	1	4	9	-19	-7	4	3
CCc1ccc(CCC(=O)Nc2sc3c(c2C#N)CCCC3)o1	12	14	-3	24	14	5	-36	0	12	6	-6

Screens: PubChem BioAssay, several laboratories
